WRN helicase inh: blocks human WRN helicase; 0.46% of 360,000 active; Potency, µM (doses to about 114 µM), for the others: at the top dose activity change, negative = inhibition, actives largely listed as inhibitors; WRN helicase unwinding, fluorescent forked duplex, kinetic; also: potency is read from the fitted curve at half-maximal effect; % is scaled to controls: 0 for no effect and ±100 for the full control effect; nearly all actives have a fitted effect of over 55% in size
Target sequence (Q14191 whole entry, looked up): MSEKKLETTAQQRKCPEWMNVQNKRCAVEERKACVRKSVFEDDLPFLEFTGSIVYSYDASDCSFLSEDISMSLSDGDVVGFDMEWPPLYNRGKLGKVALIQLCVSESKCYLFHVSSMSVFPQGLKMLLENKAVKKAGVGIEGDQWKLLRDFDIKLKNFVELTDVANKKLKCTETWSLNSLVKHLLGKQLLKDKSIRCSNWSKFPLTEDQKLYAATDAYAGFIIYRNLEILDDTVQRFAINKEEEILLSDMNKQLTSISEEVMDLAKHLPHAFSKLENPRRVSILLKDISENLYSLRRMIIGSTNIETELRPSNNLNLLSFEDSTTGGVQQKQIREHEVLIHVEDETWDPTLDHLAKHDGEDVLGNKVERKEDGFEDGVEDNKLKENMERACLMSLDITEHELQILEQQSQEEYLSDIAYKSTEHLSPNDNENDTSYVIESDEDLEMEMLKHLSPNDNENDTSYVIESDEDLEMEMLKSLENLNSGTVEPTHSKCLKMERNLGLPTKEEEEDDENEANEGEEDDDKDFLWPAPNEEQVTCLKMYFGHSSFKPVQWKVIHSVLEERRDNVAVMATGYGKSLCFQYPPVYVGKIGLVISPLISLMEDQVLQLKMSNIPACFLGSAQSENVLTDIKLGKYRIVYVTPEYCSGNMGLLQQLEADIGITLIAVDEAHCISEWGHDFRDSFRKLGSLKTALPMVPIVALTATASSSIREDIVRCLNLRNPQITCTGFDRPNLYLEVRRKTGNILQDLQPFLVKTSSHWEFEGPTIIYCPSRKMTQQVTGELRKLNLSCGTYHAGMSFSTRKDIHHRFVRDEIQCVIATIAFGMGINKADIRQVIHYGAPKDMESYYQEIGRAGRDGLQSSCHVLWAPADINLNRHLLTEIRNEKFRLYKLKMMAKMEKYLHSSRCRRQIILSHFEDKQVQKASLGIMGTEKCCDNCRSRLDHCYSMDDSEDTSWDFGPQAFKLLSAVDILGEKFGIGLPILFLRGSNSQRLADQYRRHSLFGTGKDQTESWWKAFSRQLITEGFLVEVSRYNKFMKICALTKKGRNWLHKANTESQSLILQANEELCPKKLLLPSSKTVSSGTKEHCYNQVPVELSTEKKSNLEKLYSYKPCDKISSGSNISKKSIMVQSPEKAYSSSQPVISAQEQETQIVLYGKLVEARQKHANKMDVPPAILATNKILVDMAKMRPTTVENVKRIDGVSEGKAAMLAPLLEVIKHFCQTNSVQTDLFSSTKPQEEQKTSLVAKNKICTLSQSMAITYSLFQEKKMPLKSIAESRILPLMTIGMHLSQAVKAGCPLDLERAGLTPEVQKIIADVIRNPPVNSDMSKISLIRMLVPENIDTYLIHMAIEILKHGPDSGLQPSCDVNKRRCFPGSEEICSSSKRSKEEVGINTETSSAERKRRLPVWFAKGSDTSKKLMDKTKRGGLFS
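Kinetic red-fluorescence monitoring (525/598 nm) tracks WRN helicase activity after 100 nM fluorophore-quencher forked duplex and 2 mM ATP are added to 20 nM enzyme pretreated 15 min at room temperature with compound.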
SW480 rereplic: inducers of DNA re-replication in SW480 colon cancer cells | SW480 DNA re-replication, Hoechst DNA content imaging, 48 h | Potency, µM (highest dose often 46.1 µM), without a hit: at the highest dose re-replication activation, actives largely listed as activators | 1.8% of 340,000 active; also: potency is read from the fitted curve at half-maximal effect; % of control where 0% means no effect; nearly all actives have a fitted effect of over 55% in size
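Treated cells incubate 48 hr (37 C, 5% CO2), are stained 40 min with Hoechst, and nuclear fluorescence is enumerated; a rise in nuclei with high DNA signal marks re-replication.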
HT1080-NT tox: kills 2HG-producing HT-1080-NT fibrosarcoma cells. HT-1080-NT fibrosarcoma viability, CellTiter-Glo ATP luminescence, 48 h. Potency, µM (titrated, usually from 46.1 µM), for the others: top-dose activity, negative = less viability, hits mostly cytotoxic. 1.6% of 360,000 active. AID 686970;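 also: NT is the 2HG producing partner of a matched IDH1 knockdown line; potency is read from the fitted curve at half-maximal effect; 0% = DMSO-treated cells and -100% = media-only wells without cells; nearly all actives have a fitted effect of over 55% in size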
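Read-out is CellTiter-Glo luminescence after 10 minutes at room temperature, following 48 hours' compound treatment of HT-1080-NT cells (750 cells/well, RPMI, 5% FBS, 37 degrees C).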
HT1080 IDH1KD tx: HT-1080 IDH1 knockdown cell toxicity (counter line); 2% of 360,000 active; Potency, µM (doses to about 46.1 µM), for the others: at the top dose activity, negative = toxicity, most hits filed as cytotoxic; HT-1080 IDH1 knockdown viability, ATP luminescence, 48 h;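 also: potency is read from the fitted curve at half-maximal effect; 0% = DMSO wells and -100% = cell-free medium wells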
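After a 2 h attachment period, IDH1KD HT-1080 cells took pin-transferred compound for 48 h at 37 °C; ATP-based luminescence after 10 min room-temperature reagent incubation reported viability.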
ATXN2 expr inh: ATXN2 expression inhibition | 0.72% of 360,000 active | Potency, µM (highest dose often 57 µM), for inactives: top-dose activity change, negative = inhibition, hits mostly inhibitors | HEK-293 ATXN2-luciferase reporter, luminescence, 24 h; also: potency is read from the fitted curve at half-maximal effect; % is scaled to controls: 0 for no effect and ±100 for the full control effect; nearly all actives have a fitted effect of over 55% in size
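ATXN2-luciferase reporter cells (luciferase flanked by upstream and downstream ATXN2 gene portions) were treated 24 h at 37 °C with compounds at up to 57 uM. SteadyGlo luminescence gave expression; GF-AFC fluorescence gave viability.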
KB-V1 cytotox: kills drug-selected multidrug resistant KB-V1 cells; KB-V1 MDR cells viability, CellTiter-Glo, 72 h; Potency, µM (doses to about 46.1 µM), inactives show at the highest dose activity change, negative = cytotoxicity, usual class: cytotoxic; 3.4% of 400,000 active; AID 1347076; also: potency is read from the fitted curve at half-maximal effect; % is scaled to controls: 0 for no effect and ±100 for the full control effect; nearly all actives have a fitted effect of over 60% in size
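Luminescent ATP read-out (CellTiter-Glo, 10 min) measures survival of drug-selected KB-V1 MDR cells after 72 h, 37 degrees C compound exposure. Medium: phenol-red-free DMEM, 10% FBS. Values from fitted concentration-response curves.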
IL-1B inflam inh: inflammasome signaling inhibition, IL-1 beta readout; THP-1 LPS/ATP IL-1B secretion, AlphaLISA, 16 h; hits give low values; activity change, % at 57.5 µM; 4.7% of 360,000 active; AID 743279; in the data active = activity change below about -50%; inconclusive = mostly about -30% to -49%; also: % is scaled to controls: 0 for no effect and ±100 for the full control effect
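THP-1 cells pretreated 1 hr with compounds (up to 57.5 uM final), then stimulated with LPS (250 ng/mL final) plus ATP (1.25 mM final); secreted IL-1B measured by AlphaLISA after 16 hr, decreased signal indicating inhibition.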
KB-3-1 cytotox: KB-3-1 parental cell cytotoxicity; 1.4% of 400,000 active; Potency, µM (titrated, usually from 46.1 µM), without a hit: at the top dose activity change, negative = cytotoxic, most hits filed as cytotoxic; KB-3-1 viability, CellTiter-Glo ATP luminescence, 72 h; AID 1347075; also: potency is read from the fitted curve at half-maximal effect; % is scaled to controls: 0 for no effect and ±100 for the full control effect; nearly all actives have a fitted effect of over 60% in size
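Cells are dispensed, compounds pinned in, plates held at 37 °C for 72 h, then CellTiter-Glo is added and luminescence read after 10 minutes. Cell line: parental KB-3-1 in phenol-red-free DMEM, 10% FBS.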
MCF10A rerep: DNA re-replication induction in MCF 10a cells. MCF 10A DNA re-replication, Hoechst nuclear intensity, 48 h. Potency, µM (titrated, usually from 46.1 µM), inactives show at the top dose activity, positive = re-replication, usual class: activators. 2.9% of 350,000 active. AID 624296; also: potency is read from the fitted curve at half-maximal effect; % of control where 0% means no effect; nearly all actives have a fitted effect of over 50% in size
* hit, by the source's call; [ ] = dose if it differs, or a comment. Unless noted, calls follow the shape of the dose curve; as a rule, active = well fitted curve in the direction sought with a large enough effect; inconclusive = small, poorly fitted or top-dose-only effect, or another doubt; inactive = no such curve, though single readings can be large; an effect the other way counts as inactive or inconclusive.

How did CCn1c(SCC(=O)c2ccc(O)c(O)c2)nnc1-c1ccc(C)cc1 do in these assays?
WRN helicase inh: 13µM*; SW480 rereplic: 4%; HT1080-NT tox: -12%; HT1080 IDH1KD tx: -14%; ATXN2 expr inh: -10%; KB-V1 cytotox: -31%; IL-1B inflam inh: 49; KB-3-1 cytotox: inconclusive; MCF10A rerep: inconclusive

What do the screens show for `O=C(CN1CCN(c2ccccc2)CC1)Nc1ccc2c(c1)OCCO2`?
WRN helicase inh: 3%; SW480 rereplic: -4%; HT1080-NT tox: 14%; HT1080 IDH1KD tx: 1%; ATXN2 expr inh: 8%; KB-V1 cytotox: -2%; IL-1B inflam inh: 0; KB-3-1 cytotox: 9%; MCF10A rerep: -7%

What do the screens show for `COCCN1CCN(c2cc(-c3ccccc3)nc3cc(-c4cccc(F)c4)nn23)CC1`?
WRN helicase inh: -11%; SW480 rereplic: inconclusive; HT1080-NT tox: inconclusive; HT1080 IDH1KD tx: inconclusive; ATXN2 expr inh: inconclusive; KB-V1 cytotox: 0%; IL-1B inflam inh: -79*; KB-3-1 cytotox: 0%; MCF10A rerep: 21µM*

How did COc1ccc(NC(=O)c2sc(=O)n(Cc3ccc4ccccc4c3)c2C)cc1OC do in these assays?
WRN helicase inh: -7%[57.1 µM]; HT1080-NT tox: -20%; HT1080 IDH1KD tx: inconclusive; ATXN2 expr inh: inconclusive; KB-V1 cytotox: inconclusive; IL-1B inflam inh: -1; KB-3-1 cytotox: 1%

Results for CC(=O)Nc1ccc(C(=O)NCC(=O)OCc2c(F)cccc2Cl)cc1 ?
WRN helicase inh: 4%; SW480 rereplic: 2%; HT1080-NT tox: 6%; HT1080 IDH1KD tx: 4%; ATXN2 expr inh: -14%; KB-V1 cytotox: 0%; IL-1B inflam inh: -9; KB-3-1 cytotox: 0%; MCF10A rerep: 21%

How did CSc1ccccc1C(=O)C1CCCN(Cc2cnn(-c3ccccc3)c2)C1 (centres undefined) do in these assays?
WRN helicase inh: -23%[57.1 µM]; SW480 rereplic: 11%; HT1080-NT tox: -27%; HT1080 IDH1KD tx: inconclusive; ATXN2 expr inh: -34%[11.3 µM]; KB-V1 cytotox: inconclusive; IL-1B inflam inh: -4; KB-3-1 cytotox: -25%; MCF10A rerep: inconclusive

What do the screens show for `COc1ccc(CNCCCn2cnc3c(OCc4ccccc4)ncnc32)cc1`?
WRN helicase inh: 3%; SW480 rereplic: 0%; HT1080-NT tox: -7%; HT1080 IDH1KD tx: -5%; ATXN2 expr inh: -5%; KB-V1 cytotox: 0%; IL-1B inflam inh: inconclusive; KB-3-1 cytotox: 1%; MCF10A rerep: 2%

Results for CCOC(=O)N1CCN(C(=O)C2CCC(CNS(=O)(=O)c3ccc(Cl)cc3)CC2)CC1 (centres undefined) ?
WRN helicase inh: 9%; SW480 rereplic: 2%; HT1080-NT tox: 17%; HT1080 IDH1KD tx: 10%; ATXN2 expr inh: -6%; KB-V1 cytotox: -6%; IL-1B inflam inh: 10; KB-3-1 cytotox: -1%; MCF10A rerep: 2%

How did Fc1ccc(-c2nc3ccc(Br)cn3c2Cc2ccsc2)cc1 do in these assays?
WRN helicase inh: -12%; HT1080-NT tox: -16%; HT1080 IDH1KD tx: -4%; ATXN2 expr inh: 25%; KB-V1 cytotox: 10%; IL-1B inflam inh: 65; KB-3-1 cytotox: -2%

How did CCOC(=O)N1CCC(=NNC(=O)COc2cccc(C)c2)CC1 do in these assays?
WRN helicase inh: -20%; SW480 rereplic: -8%; HT1080-NT tox: 1%; HT1080 IDH1KD tx: -2%; ATXN2 expr inh: 7%; KB-V1 cytotox: -11%; IL-1B inflam inh: 20; KB-3-1 cytotox: -4%; MCF10A rerep: 7%

What do the screens show for `CCOC(=O)C1C(=O)C=C(c2ccc(OC)cc2)CC1c1ccco1` (centres undefined)?
WRN helicase inh: -35%; SW480 rereplic: 2%; HT1080-NT tox: 10%; HT1080 IDH1KD tx: 10%; ATXN2 expr inh: 34%[activator]; KB-V1 cytotox: 12µM*; IL-1B inflam inh: -63*; KB-3-1 cytotox: -4%; MCF10A rerep: inconclusive

What do the screens show for `CC1CC(C)(C)NC(=S)N1CCCC(=O)Nc1ccc(Cl)cc1` (centres undefined)?
WRN helicase inh: 8%; SW480 rereplic: -3%; HT1080-NT tox: 0%; HT1080 IDH1KD tx: -1%; ATXN2 expr inh: -10%; KB-V1 cytotox: inconclusive; IL-1B inflam inh: -5; KB-3-1 cytotox: -3%; MCF10A rerep: -2%

Results for CSc1ccccc1OCc1cc(C(=O)NC(C)CCn2cccn2)no1 (centres undefined) ?
WRN helicase inh: 2%; SW480 rereplic: 13%; HT1080-NT tox: 0%; HT1080 IDH1KD tx: -1%; ATXN2 expr inh: 0%; KB-V1 cytotox: -7%; IL-1B inflam inh: 9; KB-3-1 cytotox: 28%; MCF10A rerep: 5%

How did Cc1nc(C(F)(F)F)ccc1C(=O)N1CCCC(C(=O)O)CC1 (centres undefined) do in these assays?
WRN helicase inh: 0%; HT1080-NT tox: 25%; HT1080 IDH1KD tx: 20%; ATXN2 expr inh: 11%; KB-V1 cytotox: 5%; IL-1B inflam inh: 0; KB-3-1 cytotox: 0%

How did CCCCNC(=O)Nc1ccccc1CC do in these assays?
WRN helicase inh: -1%; SW480 rereplic: 1%; HT1080-NT tox: 10%; HT1080 IDH1KD tx: 14%; KB-V1 cytotox: 10%; IL-1B inflam inh: -7; KB-3-1 cytotox: 3%; MCF10A rerep: -1%

What do the screens show for `COc1ccc(-c2csc(C(C)(O)c3cccnc3)n2)cc1` (centres undefined)?
WRN helicase inh: -2%; HT1080-NT tox: inconclusive; HT1080 IDH1KD tx: inconclusive; ATXN2 expr inh: 0%; KB-V1 cytotox: -5%; IL-1B inflam inh: -65*; KB-3-1 cytotox: 0%

How did CC(C)Cn1c(N)cc(=O)n(C)c1=O do in these assays?
WRN helicase inh: -7%; SW480 rereplic: -6%; HT1080-NT tox: 16%; HT1080 IDH1KD tx: 26%; ATXN2 expr inh: 2%; KB-V1 cytotox: inconclusive; IL-1B inflam inh: 17; KB-3-1 cytotox: 1%; MCF10A rerep: -1%

What do the screens show for `CN(Cc1nccs1)C(=O)c1cc(COc2cccc3cnccc23)on1`?
WRN helicase inh: 8%; SW480 rereplic: -2%; HT1080-NT tox: 23µM*; HT1080 IDH1KD tx: 9.2µM*; KB-V1 cytotox: -23%; IL-1B inflam inh: -15; KB-3-1 cytotox: -28%; MCF10A rerep: inconclusive

What do the screens show for `Nc1c(C(=O)Nc2ccccc2F)sc2nc(Cc3ccccc3)cc(C(F)(F)F)c12`?
WRN helicase inh: 2%; SW480 rereplic: 8%; HT1080-NT tox: -2%; HT1080 IDH1KD tx: 6%; ATXN2 expr inh: -17%; KB-V1 cytotox: 0%; IL-1B inflam inh: 2; KB-3-1 cytotox: -2%; MCF10A rerep: inconclusive

How did COC(=O)CCC(=O)OC1(C)C(=O)C=C2C=C(C3CC3)N(C(CO)CO)C=C2C1=O (centres undefined) do in these assays?
WRN helicase inh: 1%; SW480 rereplic: -13%; HT1080-NT tox: 22%; HT1080 IDH1KD tx: 0%; ATXN2 expr inh: 10%; KB-V1 cytotox: -10%; IL-1B inflam inh: 10; KB-3-1 cytotox: -7%; MCF10A rerep: 6%

How did CCOc1ccc(C(=O)N(Cc2ccc(OC)cc2)Cc2cc3cc(OC)ccc3[nH]c2=O)cc1 do in these assays?
WRN helicase inh: -6%; SW480 rereplic: -15%; HT1080-NT tox: 2%; HT1080 IDH1KD tx: -2%; ATXN2 expr inh: inconclusive; KB-V1 cytotox: 2%; IL-1B inflam inh: 4; KB-3-1 cytotox: 4%; MCF10A rerep: inconclusive

What do the screens show for `Cn1c(=O)c2c(ncn2CC(=O)Nc2cccc(S(=O)(=O)Nc3ccccc3F)c2)n(C)c1=O`?
WRN helicase inh: inconclusive; SW480 rereplic: 1%; HT1080-NT tox: 10%; HT1080 IDH1KD tx: -2%; ATXN2 expr inh: -13%; KB-V1 cytotox: -2%; IL-1B inflam inh: 28; KB-3-1 cytotox: inconclusive; MCF10A rerep: 5%

Results for O=C(COC(=O)c1cccc(Br)c1)NCc1ccco1 ?
WRN helicase inh: inconclusive; SW480 rereplic: -5%; HT1080-NT tox: 11%; HT1080 IDH1KD tx: 4%; ATXN2 expr inh: 5%; KB-V1 cytotox: inconclusive; IL-1B inflam inh: 8; KB-3-1 cytotox: 20%; MCF10A rerep: -3%

What do the screens show for `CCOc1nc(NC(=O)NS(=O)(=O)c2cccc(Cl)c2)nc(-c2ccccc2)n1`?
WRN helicase inh: inconclusive; SW480 rereplic: -2%; HT1080-NT tox: 0%; HT1080 IDH1KD tx: 8%; ATXN2 expr inh: 31%; KB-V1 cytotox: 0%; IL-1B inflam inh: 7; KB-3-1 cytotox: -4%; MCF10A rerep: 0%

What do the screens show for `O=C(Nc1ccc2c(c1)C(=O)OC2)c1ccc(Cl)cc1`?
WRN helicase inh: -9%; SW480 rereplic: 1%; HT1080-NT tox: inconclusive; HT1080 IDH1KD tx: 13%; ATXN2 expr inh: 4%; KB-V1 cytotox: 12%; IL-1B inflam inh: 10; KB-3-1 cytotox: 0%; MCF10A rerep: 3%

Assay outcomes deposited in PubChem by National Center for Advancing Translational Sciences (NCATS).
